Source: PubChem BioAssay
ATXN2 expr inh: inhibitors of ATXN2 expression. 360,000 compounds, 0.72% hits. HEK-293 ATXN2-luciferase reporter, luminescence, 24 h. AID 1745845. Potency, µM (top dose mostly 57 µM), without a hit: at the top dose activity change, negative = inhibition, actives largely listed as inhibitors; note: % is set by controls: 0 for no effect and ±100 for the full control effect; nearly all actives have a fitted effect of over 55% in size
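qHTS (up to 57 uM final) was run with 24 h compound exposure of reporter cells at 37 °C. Each well was multiplexed: SteadyGlo luminescence measured ATXN2-luciferase expression after a fluorogenic Gly-Phe-AFC viability readout (25 uM final).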
EPAC2 antagonist: EPAC2 (human) antagonism; Q8WZA2; EPAC2 GEF exchange of Rap1B-BODIPY-GDP, fluorescence; Potency, µM (top dose mostly 114 µM), for the others: at the top dose activity, negative = inhibition, actives largely listed as inhibitors; 360,000 compounds, 0.18% hits; note: % is set by controls: 0 for no effect and ±100 for the full control effect; nearly all actives have a fitted effect of over 45% in size; many of its hits are not listed in these tables
Target sequence (Q8WZA2 whole entry, looked up): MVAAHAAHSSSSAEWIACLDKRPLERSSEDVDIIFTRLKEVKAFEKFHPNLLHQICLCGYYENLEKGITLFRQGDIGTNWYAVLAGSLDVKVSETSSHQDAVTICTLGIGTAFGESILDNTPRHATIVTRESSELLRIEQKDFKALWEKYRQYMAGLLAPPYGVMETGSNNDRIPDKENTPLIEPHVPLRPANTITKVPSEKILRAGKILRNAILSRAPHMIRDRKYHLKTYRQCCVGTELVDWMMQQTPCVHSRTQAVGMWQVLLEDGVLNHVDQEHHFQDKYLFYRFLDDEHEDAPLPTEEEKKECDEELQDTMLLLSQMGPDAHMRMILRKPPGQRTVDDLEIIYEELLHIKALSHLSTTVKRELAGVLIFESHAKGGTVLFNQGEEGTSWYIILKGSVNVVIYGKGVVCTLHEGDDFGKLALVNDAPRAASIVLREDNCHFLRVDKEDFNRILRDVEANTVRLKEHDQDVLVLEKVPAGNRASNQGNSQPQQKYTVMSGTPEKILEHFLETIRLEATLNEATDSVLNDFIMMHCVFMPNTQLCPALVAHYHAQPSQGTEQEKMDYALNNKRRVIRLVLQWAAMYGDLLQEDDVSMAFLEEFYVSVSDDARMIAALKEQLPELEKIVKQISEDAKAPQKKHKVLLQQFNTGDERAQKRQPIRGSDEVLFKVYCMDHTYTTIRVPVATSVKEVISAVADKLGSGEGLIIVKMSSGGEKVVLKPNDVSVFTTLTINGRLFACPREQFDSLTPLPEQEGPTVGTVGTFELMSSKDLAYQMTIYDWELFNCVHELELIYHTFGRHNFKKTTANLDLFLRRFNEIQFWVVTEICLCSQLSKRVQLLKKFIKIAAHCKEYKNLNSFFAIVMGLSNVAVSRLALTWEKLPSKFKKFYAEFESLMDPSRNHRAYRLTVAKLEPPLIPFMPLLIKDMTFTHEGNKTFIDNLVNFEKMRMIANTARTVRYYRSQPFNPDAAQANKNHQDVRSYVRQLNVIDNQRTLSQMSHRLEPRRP
MCF10A rereplic: inducers of DNA re-replication in MCF 10A breast cells; MCF 10A DNA re-replication, Hoechst nuclear intensity, 48 h; Potency, µM (highest dose often 46.1 µM), without a hit: at the highest dose activity, positive = re-replication, most hits filed as activators; 350,000 compounds, 2.9% hits; note: % of control where 0% means no effect; nearly all actives have a fitted effect of over 50% in size
TGFb inhibitor: blocks TGF-b signaling; HepG2 CAGA-GFP TGF-b/SMAD3 reporter, GFP fluorescence, 18 h; TGF-beta stimulated, 500 pg/mL final; 410,000 compounds, 1.2% hits; Potency, µM (doses to about 46.1 µM), without a hit: at the highest dose activity, negative = inhibition, most hits filed as inhibitors; AID 588855; note: % is set by controls: 0 for no effect and ±100 for the full control effect; nearly all actives have a fitted effect of over 65% in size
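Per well, imaged GFP fluorescence of HEPG2 CAGA-GFP cells gives the signal; cells get compound, then TGF-beta (500 pg/mL final), 18 h at 37 degrees C; %Activity versus -TGF-beta and +DMSO controls.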
Nrf2 block: inhibitors of Nrf2 signaling. 360,000 compounds, 2.1% hits. Potency, µM (doses to about 46 µM), without a hit: at the top dose activity change, negative = inhibition, actives largely listed as inhibitors. AID 504444. A549 ARE-Fluc reporter, luciferase luminescence, 18-24 h; note: % is set by controls: 0 for no effect and ±100 for the full control effect; nearly all actives have a fitted effect of over 60% in size
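Nrf2 function is reported as luminescence of an ARE-controlled luciferase in A549 cells. Compounds were tested at several concentrations, and a CellTiter-Fluor read on the same wells flagged cytotoxicity.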
A549 tox: A549 cytotoxicity, counter-screen for Nrf2 inhibitors. A549 ARE-Fluc cells, CellTiter-Fluor viability, 18-24 h. Potency, µM (top dose mostly 46 µM), without a hit: at the top dose activity change, negative = cytotoxicity, actives largely listed as inhibitors. 390,000 compounds, 0.16% hits; note: % is set by controls: 0 for no effect and ±100 for the full control effect
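A549 ARE_Fluc cells in 5% FBS OPTI-MEM were exposed to compounds in concentration-response for 18-24 h at 37 deg C. Viability was read by CellTiter-Fluor fluorescence (Ex 405/Em 525) after 30 min, before the luciferase read.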
HepG2 tox: kills HepG2 cells in TGF-b inhibitor counter-screen. AID 588856. HepG2 CAGA-GFP viability, ATP luminescence, 18 h. Potency, µM (doses to about 46.1 µM), for the others: top-dose activity change, negative = cytotoxicity, actives largely listed as cytotoxic. 410,000 compounds, 0.76% hits; note: some results filed as inactive show a strong effect at the top dose
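CellTiter-Glo luminescence gave cytotoxicity after 18 hours at 37 degrees C. The cells were HepG2 CAGA-GFP in 1% FBS DMEM, stimulated with 500 pg/mL TGF-beta after compound addition. %Activity was normalised to no-cell wells (complete cell-killing) and DMSO (no toxicity), and curves were fitted and classified.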
Nrf2 activator: Nrf2 pathway activation. Potency, µM (series often up to 46.1 µM), for the others: at the top dose activation, usual class: activators. 410,000 compounds, 0.31% hits. AREc32 ARE-luciferase reporter (MCF7-derived line), luminescence, 24 h; note: % of control where 0% means no effect; nearly all actives have a fitted effect of over 65% in size
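Luciferase luminescence (Steady-Glo, 30 min at room temperature) served as the read-out of ARE activation in AREc32 cells treated with compounds for 24 hr at 37 deg C.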
ATXN viability: viability counter-screen for ATXN expression inhibitors. S2 cells (HEK-293 line with an ATXN2-luciferase reporter) viability, CellTiter-Fluor protease fluorescence, 24 h. Potency, µM (highest dose often 56.7 µM), most hits filed as cytotoxic. 400,000 compounds, 0.49% hits. AID 651635; note: nearly all actives have a fitted effect of over 40% in size
* = called active by the depositor; i = inactive; u = inconclusive; x = no result given; [ ] = another dose, or the depositor's remark. Calls come from the whole dose curve; as a rule, active = well fitted curve in the direction sought with a large enough effect; inconclusive = small, poorly fitted or top-dose-only effect, or another doubt; inactive = no such curve, though single readings can be large; an effect the other way counts as inactive or inconclusive. Potency is the fitted concentration of half-maximal effect. This is a subset, so the mix of outcomes need not match the whole.

mol	ATXN2 expr inh	EPAC2 antagonist	MCF10A rereplic	TGFb inhibitor	Nrf2 block	A549 tox	HepG2 tox	Nrf2 activator	ATXN viability
Cc1ccc(N)c(C(O)(C(F)(F)F)C(F)(F)F)c1	4.7%	3.8%	-0.8%	10.6%	0.5%	1.3%	8.5%	-0.3%	i
COc1ccc(CCNC(=O)CCc2c(C)nc3cc(-c4cccc(F)c4)nn3c2C)cc1OC	-17.8%	x	x	u	-12.6%	0.2%	1.6%	-0.2%	i
COC(=O)CCNS(=O)(=O)c1ccc2nsnc2c1	2.7%	16.9%	6.6%	-2.3%	-1.5%	-6.1%	3.1%	-0.5%	i
O=C(c1ccccc1N1CCOCC1)N1CCCC(Nc2ccc(F)cc2)C1 (configuration not stated)	x	0.2%	0.9%	0.2%	9.2%	-6.0%	3.0%	-0.3%	i
CCOC(=O)c1nnn2c3ccccc3c(=O)n(C)c12	-7.6%	-2.8%	-6.3%	1.0%	3.3%	-1.6%	-14.4%	-0.5%	i
COc1cc(CNC2CCCC2)cc(Cl)c1OCc1ccccc1Cl	u	-8.3%	16.4µM*	u	u	u	-99.3%	-1.6%	u
O=S1(=O)N=C2CCCCCN2C(c2ccc(F)cc2)N1 (configuration not stated)	x	0.2%	-1.3%	-6.5%	10.4%	-0.3%	3.1%	-0.1%	u
CCCn1nc(NC(=O)c2cccs2)c2cc3ccccc3nc21	-5.6%	-4.2%	5.8µM*	-31.8%	18.4µM*	x	-12.8%	0.5%	i
Cc1ccc(CN2CCCn3nc(C(=O)NCCN(C)C)cc3C2=O)cc1	-1.6%	x	x	-2.4%	x	6.6%	-0.3%	-0.9%	i
CC(Cc1n[nH]c(=S)o1)c1ccccc1 (configuration not stated)	x	4.3%	-3.5%	-7.5%	8.9%	-5.0%	12.8%	0.3%	i
Cc1ccc(-c2ccc(/C=N/c3ncn[nH]3)o2)cc1Cl	15.8µM*	0.4%[57.1 µM]	4.1%	u	25.7%	-4.6%	-21.2%	3.6%	i
COC(=O)c1ccc(C(=O)OC)c(NC(=S)N2CCCC(CO)C2)c1 (configuration not stated)	6.0%	-1.5%	-2.2%	0.6%	-8.5%	-3.0%	-5.8%	0.4%	i
Cc1noc(C)c1C(=O)N1CCN(S(=O)(=O)c2cccc(Cl)c2Cl)CC1	1.5%	0.9%	1.8%	-1.5%	-6.5%	9.9%	-16.8%	0.1%	i
CCN(CC)CCCNC(=O)c1[nH]c2ccccc2c1Sc1ccc(Cl)cc1	-23.1%	-2.7%	u	u	-2.7%	-7.5%	-60.9%	6.3%	i
N=c1sccn1CC(=O)Nc1ccccc1Cc1ccccc1	-7.2%	-0.3%	10.4%	-15.5%	6.0%	17.6%	-8.0%	0.5%	i
Cc1nc2ccccc2n1CSc1ccccc1	-5.1%	-1.4%	13.0%	0.9%	-23.7%	5.1%	2.1%	0.1%	i
Cc1ccc(S(=O)(=O)N(Cc2cc3cc4c(cc3[nH]c2=O)OCCO4)CC2CCCO2)cc1 (configuration not stated)	-17.8%	7.5%	2.5%	38.4%[activator]	0.3%	3.0%	-1.9%	-0.4%	i
CCOc1ccccc1NC(=O)CCNC(=O)c1ccc(Cl)cc1	-7.7%	8.6%	-6.2%	9.5%	0.0%	-0.8%	-1.5%	3.7%	i
COc1cccc(-c2ccc3c(N)c(C(=O)NC4CC4)sc3n2)c1	70.8%[activator]	-23.3%	u	-25.7%	u	-2.7%	36.3%	1.8%	x
[O-][n+]1c2ccccc2c2n1CCN1CCOC21c1ccc(Cl)cc1 (configuration not stated)	-10.1%	0.4%	25.7%	-27.4%	12.0%	-2.3%	-12.8%	7.1%	i
CC[C@@]1(c2ccccc2)C(=O)N(C(=O)OC)N1C(=O)OC	6.4%	-17.4%	u	-27.6%	-13.9%	-8.6%	-15.1%	0.2%	u
CN(Cc1ccccc1)c1nc2nonc2nc1N1CCCC(CN2CCCC2=O)C1 (configuration not stated)	x	-5.9%	3.8%	6.3%	-19.8%	8.0%	0.2%	7.9%	i
COc1cccc(/C=N/Nc2nc(Nc3ccc([N+](=O)[O-])cc3)nc(N3CCCC3)n2)c1O	u	19.8%	5.8%	-22.2%	-6.2%	u	2.9%	-0.5%	i
CCOC(=O)C1=C(CN2CCOCC2)NC(=O)NC1c1cc(C)ccc1C (configuration not stated)	1.1%	-1.1%	-3.3%	19.5%	-4.8%	0.4%	1.0%	0.3%	i
COC(=O)Cn1cnc2c(cnn2-c2ccc(OC)cc2)c1=O	26.0%	-2.7%	-2.2%	-0.7%	22.0%	-0.2%	1.5%	0.2%	i
Cc1ccccc1NC(=O)c1sc2nc(N3CCOCC3)c3c(c2c1N)CCCC3	x	1.5%	u	3.3%	-5.6%	12.8%	13.4%	4.0%	i
COC(c1ccccc1)c1nnc(CCC(=O)N(C)CCc2ccccc2)o1 (configuration not stated)	28.2%	0.7%	-6.0%	6.4%	20.5%	-8.2%	3.4%	-0.3%	i
O=C(CN1C(=O)CCc2cc(S(=O)(=O)N3CCOCC3)ccc21)NCc1ccc(Cl)cc1	8.8%	x	x	-12.4%	x	4.0%	-2.5%	2.9%	i
CC1CCN(C(=O)c2ccccc2SCC(=O)NCC2CCCCC2)CC1	-1.3%	-2.2%	14.2%	0.0%	0.0%	-14.0%	-11.9%	9.1%	i
NC(=O)c1cc([N+](=O)[O-])c(Cl)cc1NCc1cccnc1	-37.1%	11.0%	u	-27.0%	-15.6%	-14.6%	0.6%	u	i
CC(C)N(C(=O)COC(=O)c1cccc(N(C)C)c1)c1ccccc1	3.6%	-11.4%	10.7%	0.8%	-18.8%	-6.4%	-17.9%	-0.4%	i
COC(=O)c1cccc(S(=O)(=O)N2CCC(c3nc4ccccc4o3)CC2)c1	-14.3%	-1.8%	13.2%	-3.5%	u	-4.2%	-44.5%	0.1%	i
CCOc1ccc(N=Nc2c(C)noc2C)cc1	3.8%[11.3 µM]	6.6%	-0.4%	3.0%	-7.3%	3.0%	-4.6%	-0.3%	i
CC1(C)CC(=O)C=C(NCC(O)c2ccccc2)C1 (configuration not stated)	x	14.1%	u	-7.6%	4.5%	11.1%	0.1%	0.2%	i
CC1=C(C(=O)OCC(C)C)C(c2ccc(F)cc2)NC(=O)N1 (configuration not stated)	2.2%	-8.1%	u	-4.4%	-18.8%	-5.2%	-16.2%	0.1%	i
COc1ccc(/C=N/n2cnnc2SCc2ccccc2)cc1	0.7%	9.1%	0.4%	u	x	7.5%	-0.7%	0.3%	i

Compound profiles (already shown). Order of screens: ATXN2 expr inh	EPAC2 antagonist	MCF10A rereplic	TGFb inhibitor	Nrf2 block	A549 tox	HepG2 tox	Nrf2 activator	ATXN viability
Entry for O=C(c1ccccc1N1CCOCC1)N1CCCC(Nc2ccc(F)cc2)C1 (configuration not stated) : x	0.2%	0.9%	0.2%	9.2%	-6.0%	3.0%	-0.3%	i
Entry for CCCn1nc(NC(=O)c2cccs2)c2cc3ccccc3nc21 : -5.6%	-4.2%	5.8µM*	-31.8%	18.4µM*	x	-12.8%	0.5%	i

Following part
mol	ATXN2 expr inh	EPAC2 antagonist	MCF10A rereplic	TGFb inhibitor	Nrf2 block	A549 tox	HepG2 tox	Nrf2 activator	ATXN viability
CCN(C(=O)c1sc2nc3n(c(=O)c2c1C)CCCC3)c1ccccc1F	-4.0%	x	x	0.8%	-9.9%	11.9%	-27.5%	8.4%	i
Cc1c(NS(=O)(=O)N2CCCC2)c(=O)n(-c2ccccc2)n1C	3.2%	-1.7%	15.9%	-18.7%	8.4%	-1.3%	-15.9%	0.2%	i
CC(=O)N1CCN(C(=O)COc2ccc3oc4c(c3c2)CCCC4)CC1	3.5%	1.2%	-0.1%	-11.4%	-12.9%	-0.3%	-37.6%	0.1%	u
O=C(O)Cn1c(COc2ccc(Cl)cc2)nc2ccccc21	8.6%	0.4%	-3.7%	0.7%	-10.3%	-1.1%	-9.7%	0.5%	i
CCN(CC)S(=O)(=O)c1ccc(N2CCOCC2)c(NC(=O)c2ccc(F)cc2)c1	-12.8%	-2.0%	-0.1%	0.3%	5.3%	-5.8%	-2.8%	-0.8%	i
COc1ccc(C)cc1NC(=S)N1CCOCC1	-1.8%	0.0%	-1.1%	-7.5%	-2.3%	-1.8%	9.0%	-0.2%	i
N#C/C(=C/c1ccc(Sc2nc3ccccc3[nH]2)o1)c1cccc(Br)c1	u	-7.9%	u	22.9%	16.4µM*	u	0.3%	6.2%	u
CCOC(=O)C1(C)CCCN(C(=O)c2cccnc2SC)C1 (configuration not stated)	7.9%	19.3%	x	7.7%	x	x	-1.9%	0.3%	i
Cc1ccc(Cn2ccc(NC(=O)c3cc(-c4ccc5c(c4)OCO5)on3)n2)cc1	7.1%	15.1%	-22.8%	12.8%	x	-1.1%	4.6%	-0.9%	i
O=C(CSc1ncn[nH]1)c1cc2ccccc2o1	6.6%	-9.4%	11.9%	9.3%	12.4%	-1.3%	1.4%	9.7%	i
Cc1cccc(NC(=O)CNC(=O)c2cccc(-n3cccc3)c2)c1C	-4.0%	31.0%[activator]	u	-11.4%	2.3%	-5.2%	-0.2%	-0.3%	i
COc1ccc(CNC(=O)Cn2c(=O)n(CC(=O)N3CCCCC3)c(=O)c3sccc32)cc1	x	6.3%	-3.1%	3.6%	0.4%	1.0%	-2.2%	-0.3%	i
CCOC(=O)c1c(S(=O)(=O)N2CCCC(C(=O)N3CCN(c4ccc(F)cc4)CC3)C2)c(C)n(C)c1C (configuration not stated)	-16.1%	x	x	-25.5%	x	7.2%	0.7%	-0.1%	i
O=C1C(=O)c2ccccc2C(O)=C1CC=C(Cl)Cl	-46.0%	-8.3%	-1.0%	u	23.8%	-14.3%	-43.1%	-0.5%	u
O=C(Nc1ccc(F)c(Cl)c1)c1cc(C2CCCCN2C(=O)c2ccc(Cl)cc2)on1 (configuration not stated)	2.5%	-5.0%	x	-11.6%	x	x	-0.9%	3.3%	u
